Bioassay records from PubChem BioAssay.
SENP8 inh: blocks the human protease SENP8; Q96LD8; purified SENP8, Z-RLRGG-aminoluciferin cleavage, luminescence; inhibition, % at 10 µM; actives 1.2% (n = 330,000); AID 2540
Gli-Sufu antag: Gli-Sufu pathway antagonism | Sufu-KO-LIGHT fibroblasts, Gli luciferase reporter luminescence | inhibition, % at 5 µM | actives 0.74% (n = 340,000);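 active = inhibition above about 55%, limit read from the data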;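 note: 0% = DMSO-treated cells and 100% = wells with medium but no cells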
HKDC1 inh: inhibitors of human hexokinase HKDC1 | Q2TB90 | recombinant HKDC1, G6PDH/diaphorase resazurin coupled fluorescence | inhibition, % at 20 µM | actives 0.16% (n = 340,000) | AID 493160;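 active = inhibition above about 35% when tested at 20 µM, limit read from the data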;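 note: plate controls were DMSO wells with enzyme for no effect and DMSO wells lacking enzyme for full effect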
Target sequence (Q2TB90 whole entry, looked up): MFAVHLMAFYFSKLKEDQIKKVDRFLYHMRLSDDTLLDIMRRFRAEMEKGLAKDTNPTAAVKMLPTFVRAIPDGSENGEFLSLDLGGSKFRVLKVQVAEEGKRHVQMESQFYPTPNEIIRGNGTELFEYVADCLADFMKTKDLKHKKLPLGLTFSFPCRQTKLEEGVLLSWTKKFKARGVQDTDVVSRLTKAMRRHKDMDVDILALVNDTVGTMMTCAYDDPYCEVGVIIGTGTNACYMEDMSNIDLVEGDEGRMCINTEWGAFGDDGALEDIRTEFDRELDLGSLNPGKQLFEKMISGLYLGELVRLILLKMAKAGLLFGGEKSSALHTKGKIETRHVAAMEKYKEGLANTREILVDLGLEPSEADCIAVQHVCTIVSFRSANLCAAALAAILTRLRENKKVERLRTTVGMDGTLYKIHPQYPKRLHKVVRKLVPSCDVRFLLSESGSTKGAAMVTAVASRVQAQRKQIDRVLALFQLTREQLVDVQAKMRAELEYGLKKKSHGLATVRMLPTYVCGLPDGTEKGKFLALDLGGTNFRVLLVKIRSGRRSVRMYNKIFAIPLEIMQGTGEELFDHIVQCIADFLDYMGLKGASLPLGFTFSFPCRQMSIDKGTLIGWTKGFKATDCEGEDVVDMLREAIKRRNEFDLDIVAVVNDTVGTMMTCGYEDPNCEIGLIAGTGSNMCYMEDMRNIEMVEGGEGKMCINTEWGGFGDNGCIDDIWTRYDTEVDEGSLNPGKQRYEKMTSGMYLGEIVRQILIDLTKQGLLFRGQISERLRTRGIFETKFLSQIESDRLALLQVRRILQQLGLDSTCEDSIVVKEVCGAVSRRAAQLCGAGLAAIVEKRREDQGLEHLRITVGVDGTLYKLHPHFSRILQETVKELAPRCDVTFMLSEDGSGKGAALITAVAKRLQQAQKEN
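Test system: recombinant HKDC1 (HK5) hexokinase enzyme, produced in-house / Doses: 20 µM test compound, 1% DMSO / Timing: 90 min, room temperature / Detection: G6PDH/diaphorase-coupled fluorescence, 1 mM NADP, 100 µM resazurin, 525/613 nm / Control set: DMSO wells with and without enzyme mix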
SENP7 block: blocks the human protease SENP7; Q9BQF6; recombinant SENP7, Z-RLRGG-aminoluciferin luminescence, 40 min; inhibition, % at 5 µM; actives 1.5% (n = 330,000); AID 434973;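 active = inhibition above about 50% at the single test dose, limit read from the data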;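 note: plate controls were DMSO with enzyme for no effect and no enzyme buffer wells for full effect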
Apaf-1 inh: inhibitors of human Apaf-1 apoptosome; O14727; inhibition, % at 20 µM; actives 0.71% (n = 330,000); reconstituted apoptosome caspase-3 activity, DEVD-Rh110 fluorescence; active = inhibition of at least 40% at 20 µM;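 note: plate controls were DMSO wells for no effect and DEVD-CHO caspase inhibitor wells for full effect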
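Material: reconstituted apoptosome with Apaf-1, cytochrome c, caspase-9, procaspase-3, dATP / Buffer or medium: pH 7.5 Hepes buffer with CHAPS, BSA, DTT / Also added: cytochrome c with DEVD-Rh110 / Schedule: compound with Apaf-1, dATP, procaspase-3 30 min, then 50 min reaction, room temperature / Technique: rhodamine 110 fluorescence at Ex 480/Em 540 nm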
UBC13 inh: human UBC13 polyubiquitination inhibition; P61088; UBC13 polyubiquitin chain formation, TR-FRET; inhibition, % at 20 µM; actives 0.47% (n = 330,000); AID 485273; in the data active = inhibition above about 45%, passing the limit was not always enough
697 NFkB inh: lowers PMA/ionomycin-induced NF-kB signal in 697 B cells. actives 0.33% (n = 330,000). 697 B-cell NF-kB luciferase reporter, 16 h. inhibition, % at 4 µM. AID 435022; in the data active = inhibition above about 35%
Jurkat NFkB inh: lowers PMA/ionomycin-induced NF-kB signal in Jurkat cells. PMA/ionomycin-induced NF-kB luciferase reporter, luminescence. inhibition, % at 4 µM. actives 0.53% (n = 330,000). AID 435003
* marks the source's active call; other numbers are inactive results; . = no result given. Cut-off read from the data, not from the text of the source, unless noted: active = inhibition above about 50%; inactive = the rest.

Screens in order: Apaf-1 inh	SENP8 inh	Jurkat NFkB inh	HKDC1 inh	697 NFkB inh	UBC13 inh	Gli-Sufu antag	SENP7 block
CC(NC(=O)Nc1ccc(Cl)cc1)C1CCCO1 (configuration not stated)
 : 3	-1	-15	7	-17	-4	-23	8
CC(=O)C[C@@H](O)CC(=O)[C@@H]1OC(=O)CCCCCCCCc2ccccc21
 : 9	-11	-7	7	-7	-27	-2	-11
Cc1ccnc2nc(C(=O)NCc3cccs3)nn12
 : 4	-5	-8	-8	-20	-11	-3	0
OCC1OC(n2cnc3c(NC4CCCCC4)ncnc32)C(O)C1O (configuration not stated)
 : -1	-5	3	-3	22	2	-3	1
CC(=O)CC(=O)Nc1ncccn1
 : -4	-17	9	-9	4	-10	3	-8
CC(=O)c1sc(NC(=O)COc2ccc([N+](=O)[O-])cc2)nc1C
 : -13	0	-19	-5	8	-4	0	6
CN(C)c1nc2ccc(OCCN3CCCCC3)cc2s1
 : -7	-11	-40	-5	-24	-8	-12	1
CC1Cn2c(nnc2C23CC4CC(CC(C4)C2)C3)S1 (configuration not stated)
 : -21	-2	-6	-18	-19	-5	2	0
CCOC(=O)N1CCN(S(=O)(=O)c2cc(Br)cnc2N)CC1
 : -10	-2	-8	-6	23	7	-1	2
Cc1noc(C)c1NC(=O)N(C)C[C@H]1Oc2ccc(NC(=O)CCN3CCOCC3)cc2C(=O)N([C@H](C)CO)C[C@@H]1C
 : -46	7	8	-4	19	6	-8	-6
CCN(C[C@H]1N[C@@](CC)(C(=O)OC)[C@H]2C(=O)N(C)C(=O)[C@@H]12)S(=O)(=O)c1ccc(-c2ccccc2)cc1
 : 12	5	9	0	-4	10	4	-11
CCOc1ccc(NC(=O)CN2CCN(CC(=O)Nc3ccc(C(N)=O)cc3)CC2)cc1
 : 2	6	7	2	12	1	-5	4
C=CCc1c(C)nc(C)nc1N/N=C/c1ccc(N(C)C)cc1
 : 6	0	-18	2	-10	-9	11	-7
COc1cccc(NS(=O)(=O)c2ccc3c(c2)NC(=O)CC(=O)N3)c1
 : -3	2	4	-2	10	4	2	-4
CCOc1ccc(S(=O)(=O)Nc2ccc(S(=O)(=O)N3CCCC3)cc2)cc1
 : -10	3	-16	-4	24	2	-4	-3
COC(=O)Cc1ccc(NC(=S)NCc2ccccc2OC)cc1
 : 2	0	-17	3	3	3	-10	0
COc1ccc2c(c1)CCCN2C(N)=Nc1ccc(Cl)cc1
 : 0	4	19	-5	-4	11	5	1
Clc1ccc(-c2nnc(SCc3nc(-c4ccccc4)no3)o2)cc1
 : 15	-7	9	4	16	13	6	6
CCOC(=O)C1CCCc2c1[nH]c1c(C(=O)O)cccc21 (configuration not stated)
 : -19	0	9	-3	2	2	5	4
O=C(Cc1ccccc1)N1CCN(C(=O)c2ccco2)CC1
 : -5	4	-5	-12	4	0	5	2
COc1ccc(N=C2SC(C(N)=O)CC(=O)N2Cc2ccc3c(c2)OCO3)cc1 (configuration not stated)
 : 8	1	-7	2	-3	7	-2	5
CC(C)c1nnc(SCC(=O)Nc2ccc3c(c2)OCCO3)n1C
 : 1	-2	3	7	14	4	-5	6
COc1ccc2cc3cc(C(=O)NCc4ccc5c(c4)OCO5)oc3nc2c1
 : -21	15	-2	5	15	5	-1	7
CCOC(=O)C1CCN(C(=O)CCC(=O)NCCc2ccc(Cl)cc2)CC1
 : -3	-7	0	1	-9	-6	9	5
C[C@H](CO)N1C[C@H](C)[C@H](CN(C)Cc2ccncc2)Oc2ccc(NC(=O)Nc3ccc(C(F)(F)F)cc3)cc2CC1=O
 : 26	-7	45	2	-42	24	25	6
CCS(=O)(=O)c1ccc2oc(Nc3cc(C)cc(C)c3)nc2c1
 : 0	6	-21	-3	-29	-7	-3	6
CCOc1ccc(N2CC(C(=O)Nc3cc(OCC)c(N4CCOCC4)cc3OCC)CC2=O)cc1 (configuration not stated)
 : 6	-6	-24	-5	-5	-9	5	12
CCn1c(O)c(C=C2N=c3ccccc3=N2)sc1=S
 : -16	1	-3	-6	14	-10	-2	2
Cc1nn(-c2cccc(C(F)(F)F)c2)c(=O)c2noc(C)c12
 : 11	-4	12	-3	-2	-5	3	-8
CCc1ccccc1NC(=O)c1cc2ncc(Br)cn2n1
 : -8	-10	-45	-5	-24	30	-22	4

Given in CSV form: 10 of the compounds above.
Structure,Apaf-1 inh,SENP8 inh,Jurkat NFkB inh,HKDC1 inh,697 NFkB inh,UBC13 inh,Gli-Sufu antag,SENP7 block
COc1ccc(N=C2SC(C(N)=O)CC(=O)N2Cc2ccc3c(c2)OCO3)cc1 (configuration not stated),8,1,-7,2,-3,7,-2,5
CC(C)c1nnc(SCC(=O)Nc2ccc3c(c2)OCCO3)n1C,1,-2,3,7,14,4,-5,6
COc1ccc2cc3cc(C(=O)NCc4ccc5c(c4)OCO5)oc3nc2c1,-21,15,-2,5,15,5,-1,7
CCOC(=O)C1CCN(C(=O)CCC(=O)NCCc2ccc(Cl)cc2)CC1,-3,-7,0,1,-9,-6,9,5
C[C@H](CO)N1C[C@H](C)[C@H](CN(C)Cc2ccncc2)Oc2ccc(NC(=O)Nc3ccc(C(F)(F)F)cc3)cc2CC1=O,26,-7,45,2,-42,24,25,6
CCS(=O)(=O)c1ccc2oc(Nc3cc(C)cc(C)c3)nc2c1,0,6,-21,-3,-29,-7,-3,6
CCOc1ccc(N2CC(C(=O)Nc3cc(OCC)c(N4CCOCC4)cc3OCC)CC2=O)cc1 (configuration not stated),6,-6,-24,-5,-5,-9,5,12
CCn1c(O)c(C=C2N=c3ccccc3=N2)sc1=S,-16,1,-3,-6,14,-10,-2,2
Cc1nn(-c2cccc(C(F)(F)F)c2)c(=O)c2noc(C)c12,11,-4,12,-3,-2,-5,3,-8
CCc1ccccc1NC(=O)c1cc2ncc(Br)cn2n1,-8,-10,-45,-5,-24,30,-22,4

Remaining list, next part.
Screens in order: Apaf-1 inh	SENP8 inh	Jurkat NFkB inh	HKDC1 inh	697 NFkB inh	UBC13 inh	Gli-Sufu antag	SENP7 block
O=C(C1COc2ccccc2O1)N1CCN(S(=O)(=O)c2ccccc2)CC1 (configuration not stated)
 : 1	-4	-9	0	-20	-4	-1	-9
COCCOC(=O)C1=C(C)N=C2SCCC(=O)N2C1c1cccs1 (configuration not stated)
 : -4	-10	1	-1	-8	-12	-3	-6
O=C(Nc1ccccc1)/C(=C/c1ccc([N+](=O)[O-])cc1)NC(=O)c1ccccc1
 : -13	1	4	3	-4	-4	.	10
O=C(NCc1ccc2c(c1)OCO2)c1ccc(Cl)c(S(=O)(=O)N2CCOCC2)c1
 : 2	-12	0	-8	-19	-16	0	-7
CNC(=S)N1CCn2cccc2C1c1cc(OC)c(OC)c(OC)c1 (configuration not stated)
 : -15	4	6	-1	23	20	1	0
C/C(=N\NC(=O)c1ccc(C)cc1)C1C(=O)c2ccccc2C1=O
 : 9	87*	16	0	-23	-33	-13	77*
CCC(=O)N1N=C(c2ccccc2)CC1c1ccccc1 (configuration not stated)
 : 3	-16	-4	-8	-1	8	15	0
COc1ccc(NC(=O)CN(C)C(=O)CSc2ccc(Br)cc2)cc1
 : 20	3	0	-1	5	13	0	3
O=C(CCNS(=O)(=O)c1ccccc1)OCc1nc2ccsc2c(=O)[nH]1
 : -7	-2	11	-4	3	4	-9	-9
CC(=O)Nc1ccc(S(=O)(=O)Nc2ccc(Cc3ccncc3)cc2)cc1
 : 2	-7	3	-4	-9	7	45	1
Cc1cc2nc(/N=C(\N)NC(=O)C(C)C)nc(C)c2cc1C
 : 4	9	27	2	14	-3	6	7
O=C(O)CCCn1cc(NC(=O)COc2cccc(Cl)c2)cn1
 : 12	0	-10	-2	-5	-6	62*	0
CC1CC(=O)N(Cc2ccccc2)c2ccccc2N1C=O (configuration not stated)
 : 8	-6	4	-3	-15	-9	8	-5
O=C(Nc1ccc(Cl)cc1)C1CC=CCC1C(=O)OCC(F)(F)C(F)F (configuration not stated)
 : -15	5	-10	2	-2	4	3	3
CCOC(=O)c1sc2ncn(/N=C/N(C)C)c(=O)c2c1C
 : -25	-1	4	-4	5	0	0	3
O=C(Nc1cc(C(F)(F)F)ccc1-n1cncn1)c1ccc(Br)cc1
 : 3	-3	2	-7	4	3	17	1
COc1cccc(OC)c1C(=O)Nc1sc2c(c1C#N)CCC2
 : 12	1	-14	-3	14	-7	-31	-17
CC(OC(=O)c1ccc(NS(=O)(=O)c2cccs2)cc1)C(=O)N(C)C1CCCCC1 (configuration not stated)
 : -8	4	12	9	-8	1	0	5
CC(C)C1(C)C(=O)N=C2c3ccccc3C(=O)N21 (configuration not stated)
 : -6	6	0	-2	12	0	1	3
O=C(NCCCNCc1ccccc1)c1ccncc1
 : -24	3	-7	-10	8	1	7	-7
CCCCCCc1cc2cc(S(=O)(=O)c3ccc(F)cc3)c(=O)oc2cc1O
 : 15	-9	-6	-11	8	-5	4	-4
COc1cc(CN=Cc2c(O)n(Cc3ccccc3)c(=S)[nH]c2=O)cc(OC)c1
 : 3	-2	0	-2	8	4	-14	4
O=C(O)c1c(N2CCCCC2)ccc([N+](=O)[O-])c1N1CCCCC1
 : -18	-2	-18	0	7	-8	6	7
CCOC(=O)Nc1c2ccccc2nc2ccccc12
 : 11	4	-42	-5	1	-8	-6	2
Cc1ccc(S(=O)(=O)N[C@@H](Cc2ccccc2)C(=O)N2CCC[C@@H]2C(=O)O)cc1
 : -3	-6	6	-3	5	0	22	1
CCCCCCC#Cc1ccc2c(c1)COc1c3ccccc3nn1-2
 : 17	-14	-18	-1	-68	-17	-35	-6
N#C/C(=C\c1cccc(OCC(=O)O)c1)c1nc2ccccc2[nH]1
 : -9	-8	1	-2	8	2	1	-3
COc1ccc2nc(Cl)c(/C=N/Nc3ccccn3)cc2c1
 : -7	0	-62	-8	-7	-18	-31	3
O=C(NC1CCCCCCC1)NC1CCCCC1
 : 4	-8	-43	1	-74	-8	-47	-4
Cc1ccc(NNC(=O)c2cccs2)cc1Cl
 : -11	-9	31	0	13	2	5	-2
O=C(N=Nc1c(O)[nH]c2ccccc12)c1cc(-c2ccc(F)cc2)n[nH]1
 : 11	4	-2	20	7	-1	-2	3

Rows were taken by chance. About 3.6% of those tested had a hit in this group.
